# Screening results as filed in PubChem.
# GLD-1 RNA inh: GLD-1/TGE RNA complex disruptors, primary screen, biochemical, fluorescence polarization. inhibition, % at 5.96 µM. purified GLD-1 + fluorescein TGE RNA. 0.44% of 320,000 active. Female germline-specific tumor suppressor gld-1 (Caenorhabditis elegans), Q17339;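 active means percent inhibition above a per-plate cutoff, the plate mean of test compounds plus 3 SD, cut at about 30% in these data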;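 further: 0% = DMSO wells with GLD-1 and probe and 100% = wells lacking GLD-1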
# MEX-5 binding: MEX-5 zinc finger RNA-binding disruptors – biochemical, C. elegans, fluorescence polarization, MLPCN library, primary screen. activity score (negative = inhibition of binding), % at 10 µM. Zinc finger protein mex-5 (Caenorhabditis elegans), Q9XUB2. 0.38% of 300,000 active. MEX-5/FITC-TCR2 RNA binding; active compounds read low;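 active means inhibition past about -25% in most replicates, and total fluorescence under double the plate's negative control median, limit read from the data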;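 further: 0% = DMSO and -100% = 5 µM competing unlabeled TCR2 RNA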
# Fam108B counter: mouse Fam108B serine hydrolase inhibitors, primary screen, counter-screen for RBBP9 inhibitor project, biochemical, fluorescence polarization; AID 1947, 2009; recombinant Fam108B, FP-Rh probe fluorescence polarization; inhibition, % at 9.51 µM; 0.33% of 300,000 active;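 active means inhibition above the screen mean inhibition plus 3 SD, computed separately per campaign, cut at about 18% in these data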;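 further: inhibitors lower polarization as less probe binds the enzyme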
# PME-1 primary: PME-1 inhibitors via competitive probe labeling, primary screen, biochemical, fluorescence polarization, FP-Rh probe, HTS. AID 2130, 2009. recombinant PME-1. 0.53% of 320,000 active. inhibition, % at 5.9 µM. Protein phosphatase methylesterase 1 (Homo sapiens), Q9Y570;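 active means inhibition above the campaign mean of all compounds plus 3 SD, cut at about 26% in these data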;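 further: competitive labeling of PME-1 active site by serine hydrolase directed probe; 0% = PME-1 with DMSO and 100% = wells lacking PME-1 enzyme; inhibitors block probe labeling so polarization falls and inhibition rises; many of its hits are not listed in these tables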
# AHR activator: AHR activators, primary screen, cell-based, luminescence, luciferase reporter, human. Aryl hydrocarbon receptor (Homo sapiens), P35869. AHR-responsive luciferase reporter cells. activation, % at 5 µM. 2.5% of 320,000 active. AID 2796, 2010; in the data active means activation above about 47%;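 further: 0% = vehicle wells and 100% = reference agonist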
# Target sequence (P35869 whole entry, looked up): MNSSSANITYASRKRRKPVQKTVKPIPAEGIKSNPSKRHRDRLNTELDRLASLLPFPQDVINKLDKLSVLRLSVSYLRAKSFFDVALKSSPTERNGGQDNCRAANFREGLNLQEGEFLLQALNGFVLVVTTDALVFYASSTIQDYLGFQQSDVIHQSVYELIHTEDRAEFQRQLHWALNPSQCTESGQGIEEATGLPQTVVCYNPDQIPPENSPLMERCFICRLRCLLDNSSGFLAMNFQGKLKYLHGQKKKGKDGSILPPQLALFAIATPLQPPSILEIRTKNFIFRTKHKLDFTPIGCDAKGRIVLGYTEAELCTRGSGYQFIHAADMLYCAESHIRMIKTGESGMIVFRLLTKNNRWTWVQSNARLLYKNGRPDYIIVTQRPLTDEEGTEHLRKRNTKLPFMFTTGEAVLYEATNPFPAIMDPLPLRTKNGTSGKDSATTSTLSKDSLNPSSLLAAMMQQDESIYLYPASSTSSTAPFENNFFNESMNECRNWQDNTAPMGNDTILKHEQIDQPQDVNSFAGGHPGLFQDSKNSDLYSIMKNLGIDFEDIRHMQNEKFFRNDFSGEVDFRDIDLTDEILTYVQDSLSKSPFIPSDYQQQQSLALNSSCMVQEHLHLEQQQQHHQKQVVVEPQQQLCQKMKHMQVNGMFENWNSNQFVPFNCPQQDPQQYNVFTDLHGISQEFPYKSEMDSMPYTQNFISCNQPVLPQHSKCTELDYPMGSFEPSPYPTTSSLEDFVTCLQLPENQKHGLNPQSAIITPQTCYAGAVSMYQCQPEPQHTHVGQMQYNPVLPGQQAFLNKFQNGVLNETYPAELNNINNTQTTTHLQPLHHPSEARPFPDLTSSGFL
# pPAFAH inh: pPAFAH enzyme inhibitors, primary screen, biochemical, fluorescence polarization, human; AID 463082, 2010; 1.5% of 330,000 active; inhibition, % at 3.39 µM; recombinant pPAFAH, FP-rhodamine probe fluorescence polarization;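 active means inhibition above the mean inhibition across the screen plus 3 SD, cut at about 25% in these data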;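 further: inhibitors block binding of the rhodamine activity-based probe so polarization drops; 0% = enzyme with DMSO and 100% = wells lacking pPAFAH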
# PAFAH1B2 FP inh: PAFAH1B2 enzyme inhibitors, primary screen, biochemical, fluorescence polarization, human. 1.2% of 340,000 active. inhibition, % at 3.39 µM. Platelet-activating factor acetylhydrolase IB subunit alpha2 (Homo sapiens), P68402. recombinant PAFAH1B2, FP-rhodamine activity probe;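 active means inhibition above the mean of all tested compounds plus 3 SD, cut at about 24% in these data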;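 further: 0% = enzyme with DMSO and 100% = wells lacking PAFAH1B2; many of its hits are not listed in these tables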
# Bcl-xL primary: inhibitors of human Bcl-xL, primary screen, biochemical, fluorescence polarization, HTS; Bcl-2-like protein 1 (Homo sapiens), Q07817; GST-Bcl-xL / FITC-Bim BH3 peptide fluorescence polarization; inhibition, % at 10.9 µM; 0.7% of 320,000 active; AID 2129, 2009;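 active means inhibition above the mean of all tested compounds plus 3 SD, cutoff set per campaign, cut at about 30% in these data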;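 further: 0% = DMSO wells and 100% = unlabeled Bim-BH3 peptide competitor; inhibitors lower millipolarization by displacing the labeled peptide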
# Target sequence (Q07817 whole entry, looked up): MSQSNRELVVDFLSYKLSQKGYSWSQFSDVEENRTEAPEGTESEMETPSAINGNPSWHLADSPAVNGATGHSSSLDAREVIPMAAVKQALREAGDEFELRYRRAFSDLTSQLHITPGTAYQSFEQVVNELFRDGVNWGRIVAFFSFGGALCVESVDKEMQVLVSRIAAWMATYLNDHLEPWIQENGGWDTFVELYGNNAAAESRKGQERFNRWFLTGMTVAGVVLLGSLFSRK
# MCL1-BIM inh: inhibitors of MCL1 binding to BIM-BH3, primary screen, biochemical, fluorescence polarization; GST-MCL1 / FITC-Bim-BH3 fluorescence polarization; inhibition, % at 10.9 µM; Induced myeloid leukemia cell differentiation protein Mcl-1 (Homo sapiens), Q07820; 0.68% of 320,000 active;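 active means inhibition above the mean inhibition of all tested compounds plus 3 SD, set per campaign, cut at about 40% in these data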;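 further: 0% = DMSO wells and 100% = unlabeled Bim-BH3 peptide control; higher means more loss of mP so more displacement of Bim peptide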
# Active calls of the source: *; · = not tested or not shown.
cpd	Molecule	GLD-1 RNA inh	MEX-5 binding	Fam108B counter	PME-1 primary	AHR activator
1	CC(=O)Nc1ccccc1N(CC(O)Cn1c2ccccc2c2ccccc21)S(=O)(=O)c1ccc(C)cc1 (stereo unspecified)	3	1.5	-37	-44	34
2	O=C(CN1C(=O)CSC1=O)N1CCCCC1	-8	5.3	3	1	1
3	CS(=O)(=O)N1CCN(c2ccc(NC(=O)c3ccccc3)cc2)CC1	4	0.0	0	-2	3
4	CC(NC(=O)C(c1ccccc1)c1ccccc1)c1ccc(S(N)(=O)=O)cc1 (stereo unspecified)	2	-1.7	-1	0	0
5	COc1cc(/C=N/NC(=O)CCC(=O)Nc2ccc(Br)cc2)ccc1O	2	-0.4	2	20	5
6	Cc1ccc(CNC(=O)Cn2c([N+](=O)[O-])cnc2C)cc1	-1	1.7	4	-2	0
7	Fc1ccc(Br)cc1/C=N/N1CCN(c2ccccc2)CC1	-3	0.8	6	-1	120*
8	COc1ccc2sc(-c3ccc(S(C)(=O)=O)cc3)c(C(=O)NCCCN3CCCC3=O)c2c1	3	·	·	·	2
9	Cc1c(N/C(=N/S(=O)(=O)c2ccccc2)c2ccc(Cl)cc2)c(=O)n(-c2ccccc2)n1C	2	1.9	-1	5	-1
10	O=Cc1ccc(Oc2ccc(F)cc2)nc1	9	0.9	1	1	3
11	c1ccc(-c2nnc3n2-c2ccccc2SC3)cc1	-2	-0.9	0	-3	1
12	CC(=O)c1ccc(NC(=O)Cn2c(=O)oc3ccccc32)cc1	-10	1.5	-6	-2	0

cpd	pPAFAH inh	PAFAH1B2 FP inh	Bcl-xL primary	MCL1-BIM inh
1	-9	-15	0	-7
2	-1	0	-4	5
3	0	·	2	-6
4	3	9	-2	2
5	0	7	4	7
6	-3	-5	0	2
7	-3	-3	1	14
8	9	10	·	·
9	3	4	4	6
10	-4	1	5	6
11	1	3	0	0
12	0	5	-2	4

# Next section
cpd	Molecule	GLD-1 RNA inh	MEX-5 binding	Fam108B counter	PME-1 primary	AHR activator
13	CC(=O)Oc1ccc2oc3c(c2c1)C(=O)CCC3	1	1.6	-1	-1	-2
14	O=C(NCc1ccc2c(c1)OCO2)C1CCCN1C(=O)Nc1ccccc1 (stereo unspecified)	3	-1.7	-5	-5	0
15	Cc1ccc(Cl)cc1NC(=O)C1CCCN(S(C)(=O)=O)C1 (stereo unspecified)	6	4.1	2	3	9
16	Cc1onc(-c2ccccc2)c1NC(=O)Nc1c(-c2ccccc2)noc1C	3	-0.1	-5	-1	2
17	O=C(COc1ccc(Cl)cc1Cl)NC(=O)N1CCOCC1	2	1.6	4	-7	-1
18	COc1ccc(C(=O)Nc2ccc(CN3CCOCC3)cc2)cc1	-4	-0.4	4	3	0
19	CCN(CC)S(=O)(=O)c1ccc(OC)c(NC(=O)CSc2ccccc2)c1	-7	-0.2	2	21	-1
20	O=C(O)c1ccc(CNCc2ccccc2F)cc1	6	1.9	2	4	-2
21	CCOC(=O)c1sc(NC(=O)CSc2nnc(-c3ccco3)o2)c(C(=O)OCC)c1C	0	-0.7	-5	-5	-4
22	Cn1cccc1CC(=O)N/N=C/c1cc([N+](=O)[O-])ccc1Cl	7	0.0	8	-3	11
23	COc1ccc(N2C(=O)C(CC(=O)Nc3ccccc3)N(CCc3ccc(OC)c(OC)c3)C2=O)cc1 (stereo unspecified)	-1	-1.5	-2	6	-1
24	CCOC(=O)CCCNC(=O)CCNC(=O)c1ccc(OCC(C)C)cc1	6	-0.8	0	-1	-3

cpd	pPAFAH inh	PAFAH1B2 FP inh	Bcl-xL primary	MCL1-BIM inh
13	0	-5	5	5
14	1	2	-3	-4
15	3	1	4	0
16	-2	1	4	2
17	1	2	4	4
18	1	1	2	1
19	12	4	4	-1
20	0	1	3	4
21	4	-4	-7	-6
22	16	7	7	6
23	5	4	5	-1
24	12	-2	2	-2

# Down the list, from the results shown.
# Nos. 15–24 in Bcl-xL primary: 4, 4, 4, 2, 4, 3, -7, 7, 5, 2
# Nos. 15–24 in pPAFAH inh: 3, -2, 1, 1, 12, 0, 4, 16, 5, 12

# Continued:
cpd	Molecule	GLD-1 RNA inh	MEX-5 binding	Fam108B counter	PME-1 primary	AHR activator
25	COc1ccc(-c2nnc(SCc3ccc(C(=O)O)cc3)n2N)cc1	-8	0.9	1	1	-1
26	CCOc1ccc(-n2c(C)nnc2SCC(=O)N(CC)CC)cc1	5	-0.4	-1	1	-1
27	COC(=O)C1=C(C)NC(=O)NC1c1ccc([N+](=O)[O-])o1 (stereo unspecified)	4	-0.7	0	-10	4
28	COCCN(C(=O)COC(=O)Cc1ccc(Cl)cc1Cl)c1c(N)n(Cc2ccccc2)c(=O)[nH]c1=O	4	2.8	-1	0	-2
29	Cc1ccc(NC(=O)COC(=O)/C=C/c2ccc(Br)o2)cc1S(=O)(=O)N(C)C	0	-1.9	-5	-2	0
30	Cc1ccc(S(=O)(=O)N2CCC(=O)N(CCOCc3ccc(C(F)(F)F)cc3)CC2)cc1	6	-3.0	2	4	10
31	COc1cccc(CNC(=O)C2CCN(Cc3cnn(-c4ccccc4)c3-n3cccc3)CC2)c1	-1	0.4	0	0	0
32	CCN1c2ccc(S(=O)(=O)N3CCOCC3)cc2N(Cc2ccc(OC)cc2)C1C (stereo unspecified)	-9	-1.1	-7	-3	0
33	CC(OC(=O)Cc1n[nH]c(=O)c2ccccc12)C(=O)Nc1ccc(F)cc1Cl (stereo unspecified)	-3	4.0	0	-6	1
34	Cc1cnc(C(=O)NC2CCSc3ccccc32)cn1 (stereo unspecified)	2	0.0	-3	0	8
35	Cn1cccc1C(=O)NC(=O)COC(=O)c1ccc(S(C)(=O)=O)cc1	0	·	·	·	0
36	COc1ccc(C2CC(=O)Nc3sc(=N)c4c(N)c(C#N)c(N)nc4c32)cc1OC (stereo unspecified)	6	-2.2	8	2	8

cpd	pPAFAH inh	PAFAH1B2 FP inh	Bcl-xL primary	MCL1-BIM inh
25	6	0	-10	-10
26	1	0	2	8
27	-5	2	4	-2
28	2	6	0	-10
29	2	-3	0	1
30	30*	16	0	5
31	0	2	7	9
32	-1	-7	0	-3
33	-2	1	8	7
34	2	1	3	-8
35	2	2	·	·
36	12	3	22	21

# Carrying on:
cpd	Molecule	GLD-1 RNA inh	MEX-5 binding	Fam108B counter	PME-1 primary	AHR activator
37	COC(CNC(=O)c1ccc(CS(=O)(=O)c2c(Cl)cccc2Cl)o1)OC	-5	-0.5	1	-2	0
38	COc1ccc(Oc2cc(Cl)nc(N)n2)cc1	0	1.0	4	8	-1
39	O=C(OCc1nnc(-c2ccccc2)o1)c1ccccc1	10	2.8	5	5	2
40	COc1ccc(C2CC(C(F)(F)F)n3nc(C(=O)N(C)Cc4cn(C)nc4C)c(Cl)c3N2)cc1 (stereo unspecified)	9	-1.6	3	0	6
41	Cc1ccccc1OCC(=O)NNC(=S)NC(=O)c1ccco1	3	-3.0	-2	9	7
42	CC(=O)c1cc(NC(=O)c2cccc(C(F)(F)F)c2)c(=O)oc1/C=C/N(C)C	-72	-36*	1	0	5
43	CCOc1ccc(C2c3c(oc4cc(C)c(C)cc4c3=O)C(=O)N2CCCN(C)C)cc1OC (stereo unspecified)	4	-0.7	2	-3	3
44	CCOc1ccc(NC(=O)CN(C)C(=O)c2cc([N+](=O)[O-])ccc2N2CCOCC2)cc1OCC	8	-1.1	0	-2	5
45	Cc1ccc(NC(=S)Nc2cccnc2)c(S(=O)(=O)N2CCCCC2)c1	0	2.6	-20	-6	11
46	COc1ccc(NC(=O)c2ccc3c(c2)CCN3S(=O)(=O)c2ccccc2)cc1	0	1.0	0	-6	0
47	O=C(CSc1ncccn1)N/N=C/c1cccs1	-2	0.3	7	-6	11
48	O=C(NCCCN1CCOCC1)C(=O)N/N=C/c1cccc2ccccc12	3	-0.2	-4	-7	18

cpd	pPAFAH inh	PAFAH1B2 FP inh	Bcl-xL primary	MCL1-BIM inh
37	6	7	2	-3
38	12	5	3	3
39	8	1	0	2
40	-2	-2	9	9
41	1	-4	12	17
42	10	-1	-44	-85
43	-7	3	4	2
44	2	7	8	4
45	-2	-4	0	7
46	3	5	-3	-9
47	1	-3	4	6
48	4	2	-4	-3

# Continuation:
cpd	Molecule	GLD-1 RNA inh	MEX-5 binding	Fam108B counter	PME-1 primary	AHR activator
49	COc1nc(Nc2cccc(F)c2)nc(OC)n1	-8	-3.3	5	-5	12
50	Cc1cc(C)n(-c2ccc(C(=O)NCc3cccs3)cc2)n1	-4	0.0	3	5	1
51	CCC1(c2ccccc2)NC(=O)N(CC(=O)Nc2cc(Cl)ccc2N2CCN(C)CC2)C1=O (stereo unspecified)	2	·	·	3	0
52	CC1(C)CC(=O)C(N=Nc2cc(C(F)(F)F)ccc2Cl)=C(O)C1	-3	-0.5	-3	-3	6
53	CCCCOc1ccc(OCCSc2nc3ccccc3n2CC(=O)O)cc1	-3	-0.1	-2	1	-1
54	CC(/C=C/C1(O)C(C)CC(=O)CC1(C)C)OC1OC(CO)C(O)C(O)C1O (stereo unspecified)	4	-1.7	2	1	0
55	CN(C)CCCNc1ccc(-c2nn(C)c(=O)c3ccccc23)cc1[N+](=O)[O-]	1	0.3	1	-2	-3
56	CCOc1ccccc1/C=N/NC(=O)c1ccc(Cn2cc([N+](=O)[O-])cn2)o1	3	1.2	-4	-1	25
57	O=C1N[C@@H](Cc2cn(S(=O)(=O)c3ccccc3)c3ccccc23)C(=O)N[C@H]1Cc1ccccc1	1	1.1	-5	6	-1
58	COc1cccc(NC(=O)[C@H](Cc2ccccc2)NC(=O)[C@@H]2Cc3ccccc3CN2)c1	6	2.2	-4	4	1
59	CCOC(=O)C1=C(O)c2ccccc2C(=O)/C1=C\c1ccc(C)cc1	57*	·	10	14	37

cpd	pPAFAH inh	PAFAH1B2 FP inh	Bcl-xL primary	MCL1-BIM inh
49	3	5	2	4
50	-2	5	6	8
51	0	3	1	3
52	7	4	6	0
53	0	9	7	0
54	0	6	4	5
55	4	5	2	-2
56	2	1	7	-8
57	-3	1	2	3
58	-1	0	8	9
59	5	10	37*	43*

# Single records (already shown). Values in the order: GLD-1 RNA inh	MEX-5 binding	Fam108B counter	PME-1 primary	AHR activator	pPAFAH inh	PAFAH1B2 FP inh	Bcl-xL primary	MCL1-BIM inh
# Profile of `O=C(COc1ccc(Cl)cc1Cl)NC(=O)N1CCOCC1` : 2	1.6	4	-7	-1	1	2	4	4
# Profile of `CC(=O)c1ccc(NC(=O)Cn2c(=O)oc3ccccc32)cc1` : -10	1.5	-6	-2	0	0	5	-2	4

# This is a subset; count on the stated rates, not on these rows.
